# ULK1 inh: ULK1 kinase inhibitors, primary screen, biochemical, AlphaScreen | Serine/threonine-protein kinase ULK1 (Homo sapiens), O75385 | hit rate 1.9% among 30,000 | inhibition, % at 5.96 µM | AlphaScreen Atg13 phosphorylation by ULK1, luminescence; in the data active means inhibition above about 43%;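 further: 0% = median of compound wells and 100% = no enzyme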
# ASK1 inh: ASK1 kinase inhibitors, primary screen, biochemical, AlphaScreen. inhibition, % at 7.44 µM. hit rate 0.99% among 22,000. AlphaScreen MKK6 phosphorylation by ASK1, luminescence; in the data active means inhibition above about 35%;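 further: 0% = median of compound wells and 100% = no enzyme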
# Target sequence (Q99683 whole entry, looked up): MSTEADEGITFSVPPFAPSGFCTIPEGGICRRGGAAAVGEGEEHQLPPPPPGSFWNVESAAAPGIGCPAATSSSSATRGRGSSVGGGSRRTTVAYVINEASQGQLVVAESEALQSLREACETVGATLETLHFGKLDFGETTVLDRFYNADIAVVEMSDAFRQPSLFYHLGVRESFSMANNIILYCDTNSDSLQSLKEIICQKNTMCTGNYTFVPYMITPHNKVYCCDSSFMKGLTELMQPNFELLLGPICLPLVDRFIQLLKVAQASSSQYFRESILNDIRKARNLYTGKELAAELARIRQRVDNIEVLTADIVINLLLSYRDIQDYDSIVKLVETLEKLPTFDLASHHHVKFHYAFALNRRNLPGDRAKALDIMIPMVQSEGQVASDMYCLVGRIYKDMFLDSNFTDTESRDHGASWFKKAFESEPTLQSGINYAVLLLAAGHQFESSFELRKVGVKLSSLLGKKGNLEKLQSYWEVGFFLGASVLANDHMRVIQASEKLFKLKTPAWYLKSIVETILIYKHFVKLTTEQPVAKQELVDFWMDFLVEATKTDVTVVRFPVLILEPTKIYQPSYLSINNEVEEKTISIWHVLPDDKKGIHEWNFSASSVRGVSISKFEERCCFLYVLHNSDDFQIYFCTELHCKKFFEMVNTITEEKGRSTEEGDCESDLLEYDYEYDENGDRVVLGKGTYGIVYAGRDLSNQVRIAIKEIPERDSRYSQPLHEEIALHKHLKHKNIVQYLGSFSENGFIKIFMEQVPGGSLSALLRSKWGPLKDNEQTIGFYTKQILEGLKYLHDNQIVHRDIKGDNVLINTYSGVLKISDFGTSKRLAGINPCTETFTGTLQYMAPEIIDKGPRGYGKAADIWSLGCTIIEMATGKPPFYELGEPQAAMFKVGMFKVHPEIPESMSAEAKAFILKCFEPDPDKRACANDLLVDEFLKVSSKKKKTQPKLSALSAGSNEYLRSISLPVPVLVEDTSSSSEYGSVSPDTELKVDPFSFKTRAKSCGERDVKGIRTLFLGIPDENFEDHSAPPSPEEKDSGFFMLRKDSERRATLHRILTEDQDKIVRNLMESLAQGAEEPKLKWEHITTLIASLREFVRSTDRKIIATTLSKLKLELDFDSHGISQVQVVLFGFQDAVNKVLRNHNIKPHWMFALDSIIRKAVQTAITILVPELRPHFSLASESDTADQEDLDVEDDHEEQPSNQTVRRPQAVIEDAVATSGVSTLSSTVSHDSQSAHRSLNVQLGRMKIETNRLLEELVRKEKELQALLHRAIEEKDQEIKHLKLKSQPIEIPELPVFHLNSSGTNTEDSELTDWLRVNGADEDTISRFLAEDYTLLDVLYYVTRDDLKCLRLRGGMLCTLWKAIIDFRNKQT
# Active calls of the source: *; / = not tested or not shown.
SMILES,ULK1 inh,ASK1 inh
COc1cc(NC(=O)c2cccc(C(=O)N3CCC(Nc4ccccc4Cl)CC3)c2)cc(OC)c1OC,-55,-9
CCCCCCCCNC[C@H](O)C(O)C(O)C(O)CO (some centres not stated),-12,/
CCCNC(=O)c1cccc(NC2CCC(O)CC2)n1 (configuration not stated),2,-12
CN1CCN(C(CN)c2ccc3c(c2)CCN3C)CC1 (configuration not stated),3,/
Cc1cc(-c2ccc(NC(=O)[C@H]3COc4ccccc4O3)cc2)ccn1,-2,0
c1ccc(CN2CCC(Nc3cc(N4CCN(Cc5ccc6c(c5)OCO6)CC4)ncn3)CC2)cc1,-4,8
CC(=O)c1cccc(-c2nc3ncnc(NCc4ccccc4)c3[nH]2)c1,1,-12
COc1ccc(CCNC(=O)c2csc(-c3ccc(N4CCN(C)CC4)cc3)n2)cc1,7,-2
CCOC(=O)c1ccc(N/C=C\C(=O)c2ccc3c(c2)OCO3)cc1,-4,/
COc1ccc2c(c1)CC(C(=O)Nc1ccc(-c3cn[nH]c3)cc1)NC2 (configuration not stated),0,4
CC(CN(C)C)CN1c2ccccc2Sc2ccc(C#N)cc21 (configuration not stated),3,/
Cc1cnc(N2CCN(Cc3ccc4c(c3)OCO4)CC2)nc1NCCc1ccc(O)cc1,2,28
COc1ccc(-c2cccc(C(=O)Nc3ccc(NC(C)=O)cc3)n2)cc1,-14,3
CC(C)N(c1ccc(S(C)(=O)=O)cc1F)C(C)C,6,/
COc1ccc(CCNc2nc(Nc3nccc4ccccc34)ncc2C)cc1,-5,-32
CCC1(O)CC(OC2CC(N(C)C)C(OC3CC(O)C(OC4CCC(=O)C(C)O4)C(C)O3)C(C)O2)c2c(cc3c(c2O)C(=O)c2c(O)cccc2C3=O)C1C(=O)OC (configuration not stated),-1,/
Nc1nc(Nc2ccc3ncccc3c2)nc2c1ncn2CCN1CCCC1=O,3,4
CC(C)N(CCNc1ncnc2c1nc(Nc1cccnc1)n2C(C)C)C(C)C,2,-12
Cn1nccc1Nc1nc(C(=O)Nc2ccc3c(c2)OCO3)cs1,10,12
COc1ccc(CCC(=O)Nc2cc(C)nn2-c2nc3c(c(=O)[nH]2)CCC3)cc1,4,/
COc1ccccc1NC(=O)c1sc(NC(=O)Cc2cccs2)c(C#N)c1C,-16,/
CCCNc1ncnc2c1nc(-c1ccc(C(=O)N3CCN(C)CC3)cc1)n2C(C)C,-2,-7
OC1CCC(Nc2nc(Nc3ccc(N4CCOCC4)cc3)c3ncn(-c4ccsc4)c3n2)CC1 (configuration not stated),35,7
OCCOCCNc1nc(Nc2cccc(F)c2)nc2c1cnn2-c1ccccc1,-62,/
Nc1nc(Nc2ccccc2)cc(N2CCOCC2)n1,2,6
COc1ccc(-c2nc(C(=O)Nc3ccc(N4CCOCC4)cc3)cs2)cn1,40,-4
CC(NCCC(c1ccccc1)c1ccccc1)c1ccccc1 (configuration not stated),-22,/
O=S(=O)(c1ccccc1)N1CCC(c2nc(-c3cccs3)no2)CC1,4,/
Cc1cccc(CC(=O)Nc2cnn(-c3cccc(C(=O)Nc4ccc(F)c(Cl)c4)c3)c2)c1,-7,-5
CCNc1nc(NCCc2ccc(OC)cc2)c2ncn(C(C)C)c2n1,-10,-4
CN(Cc1ccccc1)C(=O)C1CCN(CC2CC=CCC2)CC1 (configuration not stated),8,/
O=C(NC1CC1)c1cnc(Nc2ncccn2)s1,44*,-2
Brc1ccc(NCn2cnc3ccccc32)cc1,-12,/
CC(=O)Nc1ccc(NC(=O)c2cnc(N3CCN(c4ccccn4)CC3)s2)cc1,8,23
CN1CC[C@H](Oc2cc(-c3cn[nH]c3)ccc2NC(=O)OCc2ccccc2)C1,21,-15
CN1CCN(C2=Nc3ccccc3Oc3ccc(Cl)cc32)CC1,1,/
c1ccc(CNc2nc(Nc3cccnc3)nc3nc[nH]c23)cc1,20,-8
FC(F)(F)c1ccc(Cn2cnc3c(Nc4ccccc4)nc(N4CCN(c5ccccn5)CC4)nc32)cc1,-8,20
c1ccc(-n2cnc3c(NCCN4CCOCC4)nc(Nc4cnccn4)nc32)cc1,-2,2
CC(=O)c1cccc(-c2ncc(C(=O)NC3CC3)s2)c1,-8,-1
COc1ccc(-c2nc(Nc3ccccc3)c3ncn(CCN4CCCC4=O)c3n2)cc1,-15,-13
O=C(NCCOc1ccccc1)c1csc(Nc2ccc3ncccc3c2)n1,-17,-4
C=Cc1ccc2c(c1)CC(c1nc3ccc(-c4ccnc(N)n4)cc3[nH]1)CO2 (configuration not stated),-20,11
Cc1cc(Nc2ccc3c(c2)OCO3)nc(Nc2nc3ccccc3n2C)n1,-11,-6
CCN(CCO)CCn1c(Cc2ccccc2)nc2c1c(=O)n(C)c(=O)n2C,0,/
COc1ccc(CCNc2nc(-c3ccc(C(N)=O)cc3)nc3c2ncn3C(C)C)cc1,16,-5
COC(CNc1cc(-c2ccc(F)cc2)nc(C)n1)OC,10,/
NC(=O)C1CCCN(C(=S)NC(=O)c2ccco2)C1 (configuration not stated),7,/
NC1=NC(=O)/C(=C/c2ccsc2)S1,-2,/
Cc1cc(NC(=O)CCc2ccccc2)n(-c2nc3c(c(=O)[nH]2)CCC3)n1,7,/
COc1ccc(-c2nc(NCCc3ccc(O)cc3)c3ncn(C4CCCCC4)c3n2)cc1,-31,15
COc1ccc2c(c1)CC(C(=O)Nc1ccc(-c3cn[nH]c3)cc1OC[C@@H]1CCCN1C)CO2 (some centres not stated),-4,4
CN(C)C(=O)[C@H](O)CNC(=O)c1ccnc(Nc2ccc3[nH]ncc3c2)c1,8,-2
COc1c(-c2ccncc2)ccc2[nH]c(C3COc4ccccc4C3)nc12 (configuration not stated),-4,-2
NC(C(=O)N1CCC(Nc2ccc3[nH]ncc3c2)C1)c1ccc(Br)cc1 (configuration not stated),5,-20
CN(C)c1cccc(Nc2cccc(C(=O)NCc3cccc(C(F)(F)F)c3)n2)c1,2,17
Cc1cc(Nc2ccccc2)nc(NC2CCN(Cc3ccccc3)CC2)n1,-4,21
C=CCN1CCN(c2c(Cl)cccc2NC(=O)c2csc(C)n2)CC1,0,17
O=C(NCc1ccccc1)c1csc(Nc2cnccn2)n1,10,-13
CC(C)n1cnc2c(NCc3cccc(C(F)(F)F)c3)nc(Nc3cnccn3)nc21,-18,4

# Remaining list, next part.
SMILES,ULK1 inh,ASK1 inh
Cc1cn(C(=O)c2ccccc2)c(=O)[nH]c1=O,-6,/
CCN(CC)c1nc(NCCCN2CCCC2=O)nc(NCc2nc3ccccc3[nH]2)n1,1,-24
Cc1ccc(C)c(C(=O)COC(=O)c2ccccc2N2C(=O)C3C4C=CC(C4)C3C2=O)c1 (configuration not stated),-2,/
CC(=O)SCC(Cc1ccccc1)C(=O)NCC(=O)OCc1ccccc1 (configuration not stated),4,/
O=C(Nc1ccc2[nH]ncc2c1)C1CCN(C(=O)c2cc3cc(Cl)ccc3[nH]2)CC1,-37,28
CC(C)N(CCNC(=O)c1ccnc(Nc2ccccc2)c1)C(C)C,-12,-10
COc1ccc(-c2cc(Nc3ccc(Oc4ccccc4)cc3)ncn2)cc1,-17,-6
COc1ccc(-c2cncc(C(=O)NCCc3ccc(O)cc3)c2)cn1,-20,-5
COc1cc(Nc2nc(NCc3cccnc3)c3ncn(-c4ccccc4)c3n2)cc(OC)c1OC,11,6
CC(C)N(CCNc1nc(Nc2ccc(N3CCOCC3)cc2)nc2c1ncn2CCN1CCCC1=O)C(C)C,3,-1
CC/C(=C(\c1ccccc1)c1ccc(OCCN(C)C)cc1)c1ccccc1,-17,/
CN1CCN(c2ccc(-c3cccc(C(=O)NCCO)c3)cc2)CC1,31,9
COc1ccc(Br)cc1C1NCCS1 (configuration not stated),-6,/
COc1ccc(CCNC(=O)C2CCN(c3ccc(Nc4ccc(-n5ccnc5)cc4)nn3)CC2)cc1,-7,-7
CCN(CC)C(=O)C1CCCN(c2nc(NCCCN3CCCC3=O)c3ncn(CCN4CCCC4=O)c3n2)C1 (configuration not stated),6,6
Clc1nccc(Nc2ccncn2)n1,-2,-10
CCn1c(C2NCCc3cc(OC)c(OC)cc32)nc2cc(F)c(-c3ccnc(N)n3)cc21 (configuration not stated),8,1
COc1cc2nc(NCc3ccc4c(c3)OCO4)nc(Nc3ccc4c(c3)OCO4)c2cc1OC,-1,17
CC(C)(C)OC(=O)N1CC[C@@H](NC(=O)c2cccc(-n3cc(NC(=O)Cc4ccccc4)cn3)c2)C1,-7,9
CC(C)N(CCNc1nc(NCc2ccc3c(c2)OCO3)nc2c1ncn2Cc1ccc(C(F)(F)F)cc1)C(C)C,-11,0
O=C(Nc1ccccc1)c1ccc2nc(Nc3ccccn3)sc2c1,-2,9
CN1CCN(c2ccc(-c3ccc(C(=O)NC4CCN(Cc5ccccc5)CC4)s3)cc2)CC1,0,4
CN1CCN(c2ccc(-c3cncc(C(=O)Nc4ccc(N5CCOCC5)cc4)c3)cc2)CC1,4,1
COc1ccc(N2CCn3c(SCC(=O)N4CCc5ccccc54)nnc32)cc1,0,/
CN1CCN(C(=O)c2ccc(-c3cncc(C(=O)NCCN4CCOCC4)c3)cc2)CC1,1,-5
Cc1nc(C(=O)NN)cc2c1[nH]c1ccccc12,1,/
CCCCSc1nc(C)c(CC(=O)O)c(=O)[nH]1,-2,/
COc1cc(Nc2cc(NCCOc3ccccc3)ncn2)cc(OC)c1OC,2,4
c1ccc2c(c1)OC[C@H](c1nc3ccc(-c4cn[nH]c4)cc3[nH]1)O2,-4,5
O=C(NC1CC1)c1ccc(-c2cc(C(=O)NC3CC3)ccn2)cc1,4,-20
c1ccc2[nH]c(CNc3nc(Nc4ccc(N5CCOCC5)cc4)nc4nc[nH]c34)nc2c1,21,6
c1nc2nc(-c3ccc(N4CCOCC4)nc3)nc(Nc3ccc(N4CCOCC4)cc3)c2[nH]1,6,21
CCOC(=O)c1cnc2c(cnn2CC)c1NN=C(C)C,-10,/
CN1CCN(c2ccc(-c3cc(C(=O)NCCN4CCOCC4)ccn3)cc2)CC1,26,16
Nc1cccc(-c2nc(NCCc3ccc(O)cc3)c3ncn(-c4ccccc4)c3n2)c1,-33,8
O=C(Nc1cccc(Cl)c1N1CCC(N2CCCCC2)CC1)c1ccc(Br)o1,-2,10
c1ccc(CNc2cc(Nc3ccc(N4CCOCC4)cc3)ncn2)cc1,-10,10
CC(=O)c1ccc2c(c1)C(=O)C1(CC1)O2,4,/
O=C1CCCN1CCn1cnc2c(NCc3ccccc3)nc(-c3ccccc3)nc21,-10,-4
Fc1cc(-c2nc(Nc3cccc(CN4CCOCC4)c3)ncc2F)cc(N2CCOCC2)c1,45*,10
Cc1cc(NCCCN2CCCC2=O)nc(N2CCOCC2)n1,9,6
COc1ccc(CCNc2nc(N3CCOCC3)nc3c2ncn3Cc2ccc(C(F)(F)F)cc2)cc1,-10,1
CS(=O)(=O)c1ccc2c(c1)CC(c1nc3ccc(-c4cn[nH]c4)cc3[nH]1)CO2 (configuration not stated),3,7
O=c1[nH]c(=O)n([C@H]2C[C@H](O)[C@@H](CO)O2)cc1F,-11,/
Cc1cccc(-c2nc(C)cc(NCCc3ccccn3)n2)c1,1,-5
Clc1ccc2c(c1)OCC(c1nc3ccc(-c4ccncc4)cc3[nH]1)O2 (configuration not stated),-14,0
COc1ccc(CCNC(=O)c2cccc(-c3csc4ccccc34)n2)cc1,-4,-7
COc1ccc(-c2nc(NCc3nc4ccccc4[nH]3)c3ncn(-c4ccccc4)c3n2)cn1,-5,9
O=C1CCCN1CCn1cnc2c(NCCc3ccc(O)cc3)nc(NCc3ccc4c(c3)OCO4)nc21,-8,2
CCCNc1ncnc2c1nc(-c1cccs1)n2C(C)C,9,-10
O=C(Nc1ccc(F)cc1F)N1CCc2nc3ccccn3c(=O)c2C1,9,/
OC1CCC(Nc2nc(NC3CCN(Cc4ccccc4)CC3)c3ncn(-c4ccsc4)c3n2)CC1 (configuration not stated),11,3
O=C(NCCO)c1csc(-c2ccccc2)n1,6,-14
CCCNc1nc(N2CCCC(C(=O)N(CC)CC)C2)nc2c1ncn2C(C)C (configuration not stated),3,1

# Among those listed so far, these contain fluorine.
SMILES,ULK1 inh,ASK1 inh
CC(C)N(c1ccc(S(C)(=O)=O)cc1F)C(C)C,6,/
OCCOCCNc1nc(Nc2cccc(F)c2)nc2c1cnn2-c1ccccc1,-62,/
Cc1cccc(CC(=O)Nc2cnn(-c3cccc(C(=O)Nc4ccc(F)c(Cl)c4)c3)c2)c1,-7,-5
FC(F)(F)c1ccc(Cn2cnc3c(Nc4ccccc4)nc(N4CCN(c5ccccn5)CC4)nc32)cc1,-8,20
COC(CNc1cc(-c2ccc(F)cc2)nc(C)n1)OC,10,/
CN(C)c1cccc(Nc2cccc(C(=O)NCc3cccc(C(F)(F)F)c3)n2)c1,2,17
CC(C)n1cnc2c(NCc3cccc(C(F)(F)F)c3)nc(Nc3cnccn3)nc21,-18,4
CCn1c(C2NCCc3cc(OC)c(OC)cc32)nc2cc(F)c(-c3ccnc(N)n3)cc21 (configuration not stated),8,1
CC(C)N(CCNc1nc(NCc2ccc3c(c2)OCO3)nc2c1ncn2Cc1ccc(C(F)(F)F)cc1)C(C)C,-11,0
Fc1cc(-c2nc(Nc3cccc(CN4CCOCC4)c3)ncc2F)cc(N2CCOCC2)c1,45*,10
COc1ccc(CCNc2nc(N3CCOCC3)nc3c2ncn3Cc2ccc(C(F)(F)F)cc2)cc1,-10,1
O=c1[nH]c(=O)n([C@H]2C[C@H](O)[C@@H](CO)O2)cc1F,-11,/
O=C(Nc1ccc(F)cc1F)N1CCc2nc3ccccn3c(=O)c2C1,9,/

# Screening results as filed in PubChem BioAssay.
